Source: PubChem (The Scripps Research Institute Molecular Screening Center)
TEAD-YAP block = TEAD-YAP interaction inhibition; 640,000 tested, 1.4% active; inhibition, % at 9.12 µM; AID 1259422; HEK-TIYL cells, TEAD-Gal4/YAP UAS-luciferase luminescence; in the data active = inhibition above about 32%;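 also: 0% = median of test compound wells and 100% = reference inhibitor wells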
GPR151 activ = activators of human GPR151. AID 1508602. Q8TDV0. PathHunter beta-arrestin GPR151 cells, luminescence. activation, % at 11.2 µM. 650,000 tested, 1% active; in the data active = activation above about 4.9%;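 also: 0% = median of compound wells and 100% = cells with positive control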
Target sequence (Q8TDV0 whole entry, looked up): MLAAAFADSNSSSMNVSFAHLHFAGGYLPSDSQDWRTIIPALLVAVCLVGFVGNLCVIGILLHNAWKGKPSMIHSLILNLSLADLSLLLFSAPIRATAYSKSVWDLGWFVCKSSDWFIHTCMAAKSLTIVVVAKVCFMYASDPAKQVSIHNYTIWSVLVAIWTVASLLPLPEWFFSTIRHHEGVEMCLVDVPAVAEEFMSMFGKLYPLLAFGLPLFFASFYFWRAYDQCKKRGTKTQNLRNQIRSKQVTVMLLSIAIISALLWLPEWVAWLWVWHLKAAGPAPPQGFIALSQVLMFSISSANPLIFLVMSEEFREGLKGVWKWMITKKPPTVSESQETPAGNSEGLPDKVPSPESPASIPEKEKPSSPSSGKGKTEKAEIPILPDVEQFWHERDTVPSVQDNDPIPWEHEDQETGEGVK
MITF primary = inhibitors of human MITF | O75030 | 650,000 tested, 0.91% active | inhibition, % at 2.6 µM | AlphaScreen MITF homodimerization, bead proximity signal; in the data active = inhibition above about 50%;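 also: 0% = vehicle wells with protein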
Target sequence (O75030 whole entry, looked up): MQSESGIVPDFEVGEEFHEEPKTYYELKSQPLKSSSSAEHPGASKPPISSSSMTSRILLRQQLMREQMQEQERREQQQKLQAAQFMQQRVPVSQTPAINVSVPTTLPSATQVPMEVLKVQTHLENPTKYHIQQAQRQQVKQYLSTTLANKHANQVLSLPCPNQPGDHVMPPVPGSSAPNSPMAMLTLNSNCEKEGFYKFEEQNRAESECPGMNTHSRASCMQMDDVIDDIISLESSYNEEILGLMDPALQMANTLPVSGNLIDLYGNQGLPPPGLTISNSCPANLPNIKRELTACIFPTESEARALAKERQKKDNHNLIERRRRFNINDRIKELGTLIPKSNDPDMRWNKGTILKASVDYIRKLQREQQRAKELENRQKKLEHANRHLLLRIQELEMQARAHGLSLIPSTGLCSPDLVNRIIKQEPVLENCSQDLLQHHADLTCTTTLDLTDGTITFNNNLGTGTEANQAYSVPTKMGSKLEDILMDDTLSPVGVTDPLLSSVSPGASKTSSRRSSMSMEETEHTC
FBW7 act = human FBW7 E3 ligase activation, primary screen. 650,000 tested, 0.13% active. normalized activity (activation), % at 26.1 µM. Q969H0. AlphaScreen FBW7–phospho-cyclin E peptide binding, activator screen; in the data active = normalized activity above about 1.9%;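 also: purified mutant Fbw7 with reduced substrate affinity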
* marks the source's active call; other numbers are inactive results.

For Cc1c(-c2ccccc2)[n+](=O)c2c(n1[O-])CCCC2 the results were TEAD-YAP block 5.1, GPR151 activ 0.0, MITF primary -13.3 and FBW7 act -0.1.
Screening NC(=O)Cc1cn(-c2ccc(Nc3ccc4ncccc4c3)nn2)c2ccccc12 returned TEAD-YAP block 3.0, GPR151 activ 0.7, MITF primary 6.5 and FBW7 act 0.0.
`O=C(Nc1ccc(Oc2ccccc2)cc1)c1ccnc(-c2csc3ccccc23)c1` gave TEAD-YAP block 5.3, GPR151 activ 0.7, MITF primary 2.3 and FBW7 act 0.1.
For CC1=C(C(=O)N2CCOCC2)C(c2ccccc2Br)C2=C(CC(C)(C)CC2=O)N1 (stereo not drawn) the results were TEAD-YAP block -3.1, GPR151 activ -0.5, MITF primary -6.5 and FBW7 act -0.1.
CC1=C(C(=O)OCCc2ccccc2)C(c2ccc(O)cc2)C2=C(CC(C)(C)CC2=O)N1 (stereo not drawn) was read as TEAD-YAP block 10.1, GPR151 activ 0.2, MITF primary -13.9 and FBW7 act 0.5.
Screening COc1c(C)cccc1C(=O)N1CCN(c2ccc([N+](=O)[O-])c(-n3nc(C)cc3C)c2)CC1 returned TEAD-YAP block 15.6, GPR151 activ -0.4, MITF primary 14.0 and FBW7 act 0.0.
CCN(CC)c1ccc(/C=C2\NC(=S)N(c3ccc(OC)cc3)C2=O)c(OC)c1 was read as TEAD-YAP block 16.3, GPR151 activ 1.6, MITF primary 7.4 and FBW7 act 0.0.
`COCc1[nH]nc2c1C(c1ccccc1OC)C(C#N)=C(N)O2` (stereo not drawn) gave TEAD-YAP block -4.8, GPR151 activ 1.0, MITF primary 9.5 and FBW7 act 0.2.
COC(=O)c1c(N)sc(C(=O)Nc2cc(C)ccc2C)c1C was read as TEAD-YAP block 79.3*, GPR151 activ -3.0, MITF primary 6.5 and FBW7 act 0.2.
For CS(=O)(=O)Cc1ccc(C(=O)O)cc1 the results were TEAD-YAP block -1.9, GPR151 activ -1.2, MITF primary 1.6 and FBW7 act -0.1.
`CCCCC(=O)NC(=S)Nc1ccccc1C(N)=O` gave TEAD-YAP block -2.0, GPR151 activ 4.1, MITF primary -9.6 and FBW7 act 0.0.
For CCCN1CCC(N2CCN(Cc3ccc(F)cc3)C(CCO)C2)CC1 (stereo not drawn) the results were TEAD-YAP block -1.4, GPR151 activ -0.4, MITF primary -6.6 and FBW7 act -0.1.
Screening Brc1ccc2nc(-c3ccncc3)c(NC3CCCC3)n2c1 returned TEAD-YAP block -25.1, GPR151 activ -0.7, MITF primary -6.2 and FBW7 act 0.3.
Screening O=C(c1cccc2c1-c1ccccc1/C2=N/O)N1CCCCC1 returned TEAD-YAP block 8.2, GPR151 activ 0.6, MITF primary 20.6 and FBW7 act 0.1.
`O=C(NCc1ccccn1)c1c(O)c2ccccc2[nH]c1=O` gave TEAD-YAP block 17.4, GPR151 activ 1.8, MITF primary -9.4 and FBW7 act 0.3.
`O=C(CSc1nnc2sc3ccccc3n12)Nc1cc(Cl)ccc1Cl` gave TEAD-YAP block 2.1, GPR151 activ -0.3, MITF primary -0.6 and FBW7 act 0.0.
For NC(=O)C1CCN(C(=O)c2ccc3c(=O)n(CCc4ccccc4)c(=S)[nH]c3c2)CC1 the results were TEAD-YAP block 0.5, GPR151 activ -1.8, MITF primary 11.7 and FBW7 act 0.1.
CC1(C)CC(=O)c2sc(NC(=O)CC3CCCCC3)nc2C1 was read as TEAD-YAP block -4.2, GPR151 activ -1.5, MITF primary -3.1 and FBW7 act -0.2.
Screening Cc1ccc(-c2nc(-c3cccnc3)sc2CC(=O)O)cc1 returned TEAD-YAP block -11.4, GPR151 activ 0.1, MITF primary 0.9 and FBW7 act 0.1.
`O=C(O)c1ccc(C(=O)Nc2cccc(Cl)c2)c(C(=O)O)c1` gave TEAD-YAP block 8.8, GPR151 activ -0.7, MITF primary -6.6 and FBW7 act 0.0.
`C=CCCC(=O)N1CCOc2ccc(C(C)(O)CN(C)C)cc2C1` (stereo not drawn) gave TEAD-YAP block 14.0, GPR151 activ -1.2, MITF primary 7.5 and FBW7 act 0.2.
For COC(=O)c1sc2nc(SCc3cccc(F)c3)n(N)c(=O)c2c1C the results were TEAD-YAP block 5.8, GPR151 activ -0.1, MITF primary 2.2 and FBW7 act 0.8.
O=[N+]([O-])c1c(NCCc2ccccc2)ncnc1NCCc1ccccc1 was read as TEAD-YAP block -4.6, GPR151 activ -9.6, MITF primary 8.8 and FBW7 act 0.1.
COc1ccccc1OC1=NS(=O)(=O)c2cc([N+](=O)[O-])ccc21 was read as TEAD-YAP block 12.7, GPR151 activ 0.6, MITF primary 4.9 and FBW7 act 0.0.
For Cc1cccc(C(=O)NNC2CC(=O)N(c3ccc(Cl)cc3)C2=O)c1 (stereo not drawn) the results were TEAD-YAP block -0.7, GPR151 activ 0.2, MITF primary 0.0 and FBW7 act 0.0.
For Cc1ccc(CSc2cn(CC(=O)N3CCOCC3)c3ccccc23)cc1 the results were TEAD-YAP block -51.9, GPR151 activ -2.9, MITF primary 12.3 and FBW7 act -0.1.
Screening C=CCn1c(SCC(=O)Nc2ccc(OCC)cc2)nc2cc(C(=O)N3CCOCC3)ccc2c1=O returned TEAD-YAP block 6.1, GPR151 activ 0.4, MITF primary 1.5 and FBW7 act -0.1.
CC1CCC/C(=N\NC(=O)COc2ccc(C#N)cc2)C1 (stereo not drawn) was read as TEAD-YAP block 2.9, GPR151 activ 0.8, MITF primary 3.9 and FBW7 act -0.1.
For CCC1(C2CCN(C(=O)/C=C/C(C)C)CC2)NC(=O)N(CCc2scnc2C)C1=O (stereo not drawn) the results were TEAD-YAP block 1.7, GPR151 activ 2.7, MITF primary 19.9 and FBW7 act 0.9.
Cc1csc(SCC(=O)Nc2cc(C)on2)n1 was read as TEAD-YAP block -0.3, GPR151 activ 0.3, MITF primary 2.1 and FBW7 act 0.1.
Screening CCC(Oc1ccccc1)c1nc(-c2cccnc2)no1 (stereo not drawn) returned TEAD-YAP block 3.5, GPR151 activ 2.0, MITF primary 9.1 and FBW7 act 0.1.
Cc1ccc(CNc2nc(Cl)nc(N)c2[N+](=O)[O-])cc1 was read as TEAD-YAP block -4.1, GPR151 activ 1.0, MITF primary -6.0 and FBW7 act -0.1.
Screening CC1CCC(C(=O)NC(C(=O)N2CCC(N3CCCCC3)CC2)C(C)C)CC1 (stereo not drawn) returned TEAD-YAP block -0.5, GPR151 activ 0.4, MITF primary 5.7 and FBW7 act 0.4.
CC1CCCCN1CCNc1nc(=S)[nH]c2ccccc12 (stereo not drawn) was read as TEAD-YAP block -2.9, GPR151 activ -1.9, MITF primary -1.2 and FBW7 act 0.0.
For Cc1cc(=O)n2nc(N(C)CC(=O)N3CCOCC3)sc2n1 the results were TEAD-YAP block 0.3, GPR151 activ -3.4, MITF primary 2.5 and FBW7 act 0.4.
For c1ccc(N2CCN(C3CCCN(Cc4nc5ccccc5[nH]4)C3)CC2)cc1 (stereo not drawn) the results were TEAD-YAP block 5.9, GPR151 activ 1.6, MITF primary -4.0 and FBW7 act 0.0.
`COc1ccc(Cn2c(CO)cnc2SCC(=O)Nc2cccc3ccccc23)cc1` gave TEAD-YAP block 5.3, GPR151 activ 1.3, MITF primary -13.1 and FBW7 act -0.2.
`COc1ccccc1/C=N/NC(=O)c1[nH]c(C)c(C(=O)N/N=C/c2ccccc2OC)c1C` gave TEAD-YAP block 0.7, GPR151 activ -0.3, MITF primary -2.2 and FBW7 act 0.1.
`Cc1ccccc1Cn1c(CN2CCN(c3ccccc3)CC2)nc2c1c(=O)n(C)c(=O)n2C` gave TEAD-YAP block 1.2, GPR151 activ 4.7, MITF primary 2.7 and FBW7 act 0.0.
Screening COc1ccc(NC(=O)CC(c2ccccc2)c2ccccc2)cn1 returned TEAD-YAP block -12.0, GPR151 activ -2.0, MITF primary 10.9 and FBW7 act 0.5.
O=C(CSc1nnnn1-c1ccccc1)OCc1ccc([N+](=O)[O-])cc1 was read as TEAD-YAP block 7.0, GPR151 activ 0.6, MITF primary 5.1 and FBW7 act -0.2.
For COC(=O)C(NC(=O)Nc1ccccc1OC)C(C)C (stereo not drawn) the results were TEAD-YAP block -2.8, GPR151 activ 1.2, MITF primary -6.0 and FBW7 act 0.1.
For Oc1c(C=Nc2cccnc2)sc2ccccc12 the results were TEAD-YAP block 11.4, GPR151 activ 1.9, MITF primary 3.6 and FBW7 act -0.4.
Cc1ccc(S(=O)(=O)NCc2ccc(C(=O)NCc3ccc(F)cc3)cc2)cc1 was read as TEAD-YAP block -2.6, GPR151 activ 1.1, MITF primary 12.4 and FBW7 act 0.5.
For CCC(=O)Nc1nc(-c2ccc(C)cc2)c(C)s1 the results were TEAD-YAP block -17.4, GPR151 activ 0.7, MITF primary -3.3 and FBW7 act 0.0.
Screening COc1ccc(-c2ccc(SCC(C)=O)nn2)cc1OC returned TEAD-YAP block -10.9, GPR151 activ -0.5, MITF primary 19.4 and FBW7 act 0.9.
For O=C(CSc1nnc(-c2c[nH]c3ccccc23)o1)c1ccccc1F the results were TEAD-YAP block -50.8, GPR151 activ 0.9, MITF primary 8.2 and FBW7 act 0.0.
`Cc1ccc(CN2CCc3nnc(-c4ccccc4)n3CC2)s1` gave TEAD-YAP block 4.6, GPR151 activ -1.2, MITF primary -0.9 and FBW7 act 0.5.
Screening Cc1ccc(NC(=O)CN2C(=O)C(C)(C)Oc3ccc(C(=O)NC4CCCCC4)cc32)cc1 returned TEAD-YAP block 6.2, GPR151 activ 0.9, MITF primary -7.5 and FBW7 act 0.4.
For Cc1cc(C)cc(N2C(=O)NC(=O)/C(=C\c3ccc(OCC(=O)O)c(Cl)c3)C2=O)c1 the results were TEAD-YAP block 12.4, GPR151 activ 2.5, MITF primary 0.2 and FBW7 act -0.1.
`Cn1c(=O)c2ccccc2n2c(SCC(=O)NCc3ccccc3)nnc12` gave TEAD-YAP block 3.0, GPR151 activ -0.5, MITF primary 16.6 and FBW7 act 0.4.
`CCOC(=O)c1cc2sccc2n1CC(C)C` gave TEAD-YAP block 10.7, GPR151 activ 0.7, MITF primary -9.6 and FBW7 act 0.0.
For CN(CC(=O)NCCc1ccccc1)S(=O)(=O)c1cccc2cnccc12 the results were TEAD-YAP block 0.2, GPR151 activ -1.7, MITF primary 11.5 and FBW7 act 0.0.
Screening O=C(c1cc2c(Cl)nc3ccccc3c2s1)N1CCCC1 returned TEAD-YAP block -16.4, GPR151 activ -1.3, MITF primary -3.4 and FBW7 act -0.2.
O=S(=O)(Nc1ccc(S(=O)(=O)N2CCCC2)cc1)c1cc(Cl)ccc1Cl was read as TEAD-YAP block 4.5, GPR151 activ 0.5, MITF primary 20.4 and FBW7 act -0.1.
`CCCOC(=O)C1=C(C)NC2=C(C(=O)CC(c3ccccc3)C2)C1c1cc(Cl)c(O)c(OC)c1` (stereo not drawn) gave TEAD-YAP block 14.0, GPR151 activ 0.3, MITF primary 11.7 and FBW7 act 1.4.
CCN(CC)C(=O)C1CCCN(c2cc(C(=O)NCCOc3ccccc3)c3ccccc3n2)C1 (stereo not drawn) was read as TEAD-YAP block -1.9, GPR151 activ 0.1, MITF primary 3.6 and FBW7 act 0.5.
For COc1ccc(C)cc1S(=O)(=O)N(CC(=O)O)c1ccccc1 the results were TEAD-YAP block 3.7, GPR151 activ 0.1, MITF primary -7.5 and FBW7 act -0.1.
Cc1ccccc1C1=N/C(=C/c2coc3ccc(Cl)cc3c2=O)C(=O)O1 was read as TEAD-YAP block 1.8, GPR151 activ -1.0, MITF primary -5.6 and FBW7 act 0.1.
For CC12CCC(C(=O)NCCc3ccccc3)(OC1=O)C2(C)C (stereo not drawn) the results were TEAD-YAP block 7.0, GPR151 activ -0.2, MITF primary -1.2 and FBW7 act 0.1.
COc1cc(/C=N/n2nnnc2N)ccc1OCC#N was read as TEAD-YAP block 1.9, GPR151 activ -0.4, MITF primary -3.2 and FBW7 act 0.0.
Screening COc1cccc(CNCc2c(C(=O)O)c(C)n(Cc3ccc(F)cc3)c2C)c1 returned TEAD-YAP block -1.9, GPR151 activ 1.8, MITF primary 21.0 and FBW7 act -0.2.
`Cc1nc2ccccc2nc(C)c1=NOCc1ccc(C#N)cc1` gave TEAD-YAP block -55.5, GPR151 activ -0.1, MITF primary -3.3 and FBW7 act 0.3.
`COCCNC(=O)c1ccc2c(c1)N=C(C)c1cc(Br)ccc1S2` gave TEAD-YAP block 52.5*, GPR151 activ -0.2, MITF primary 1.4 and FBW7 act -0.3.
For CCOc1cc(C(=S)N2CCC(C)CC2)ccc1OCC(=O)N1CCOCC1 the results were TEAD-YAP block 6.2, GPR151 activ -0.2, MITF primary 9.9 and FBW7 act 0.1.

Part of the list above in order of molar mass, low to high.
COc1cc(/C=N/n2nnnc2N)ccc1OCC#N was read as TEAD-YAP block 1.9, GPR151 activ -0.4, MITF primary -3.2 and FBW7 act 0.0.
`Cc1nc2ccccc2nc(C)c1=NOCc1ccc(C#N)cc1` gave TEAD-YAP block -55.5, GPR151 activ -0.1, MITF primary -3.3 and FBW7 act 0.3.
For COc1ccc(C)cc1S(=O)(=O)N(CC(=O)O)c1ccccc1 the results were TEAD-YAP block 3.7, GPR151 activ 0.1, MITF primary -7.5 and FBW7 act -0.1.
Screening COc1cccc(CNCc2c(C(=O)O)c(C)n(Cc3ccc(F)cc3)c2C)c1 returned TEAD-YAP block -1.9, GPR151 activ 1.8, MITF primary 21.0 and FBW7 act -0.2.
`COCCNC(=O)c1ccc2c(c1)N=C(C)c1cc(Br)ccc1S2` gave TEAD-YAP block 52.5*, GPR151 activ -0.2, MITF primary 1.4 and FBW7 act -0.3.
CCN(CC)C(=O)C1CCCN(c2cc(C(=O)NCCOc3ccccc3)c3ccccc3n2)C1 (stereo not drawn) was read as TEAD-YAP block -1.9, GPR151 activ 0.1, MITF primary 3.6 and FBW7 act 0.5.

This is a random part of the collection (roughly 3.4% active in at least one column).
